# Kir21 block: blocks the mouse Kir2.1 inward-rectifier potassium channel; P35561; HEK293-Kir2.1, FluxOR thallium flux fluorescence; active compounds read low; B-score at 10 µM; 0.85% of 310,000 active;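 active = fluorescence ratio B-score at or below minus 3 SD of library scores, with starting-brightness B-score within 2 SD, cut at about -4.2 in these data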;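 note: channel flux triggered by added potassium and thallium sulfate stimulus; B-score of peak minus minimum fluorescence over baseline after thallium stimulus; more negative B-score means stronger Kir2.1 block with less thallium influx; some compounds called inactive have numbers as strong as hits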
# CHT inh: inhibits the human high affinity choline transporter. Q9GZV3. CHT-expressing cells, membrane potential dye, choline response; active compounds read low. B-score at 10 µM. AID 488975. 0.86% of 310,000 active;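 active = B-score over 3 SD under the library average, and starting fluorescence ratio not unusually high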;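 note: choline stimulus applied at its EC90 after an EC20 pre-addition; B-score computed on integrated fluorescence ratio after choline addition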
# KCNQ2 inh: KCNQ2 potassium channel inhibitors, primary screen, cell-based, CHO-K1, FluxOR thallium flux, B-score (AID 2156); 20 min; active compounds read low; 1.1% of 310,000 active; O88943; B-score at 10 µM;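 active = fluorescence ratio B-score at most minus 3 library SDs, with starting brightness B-score within 2 library SDs, cut at about -5.5 in these data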
# Target sequence (O88943 whole entry, looked up): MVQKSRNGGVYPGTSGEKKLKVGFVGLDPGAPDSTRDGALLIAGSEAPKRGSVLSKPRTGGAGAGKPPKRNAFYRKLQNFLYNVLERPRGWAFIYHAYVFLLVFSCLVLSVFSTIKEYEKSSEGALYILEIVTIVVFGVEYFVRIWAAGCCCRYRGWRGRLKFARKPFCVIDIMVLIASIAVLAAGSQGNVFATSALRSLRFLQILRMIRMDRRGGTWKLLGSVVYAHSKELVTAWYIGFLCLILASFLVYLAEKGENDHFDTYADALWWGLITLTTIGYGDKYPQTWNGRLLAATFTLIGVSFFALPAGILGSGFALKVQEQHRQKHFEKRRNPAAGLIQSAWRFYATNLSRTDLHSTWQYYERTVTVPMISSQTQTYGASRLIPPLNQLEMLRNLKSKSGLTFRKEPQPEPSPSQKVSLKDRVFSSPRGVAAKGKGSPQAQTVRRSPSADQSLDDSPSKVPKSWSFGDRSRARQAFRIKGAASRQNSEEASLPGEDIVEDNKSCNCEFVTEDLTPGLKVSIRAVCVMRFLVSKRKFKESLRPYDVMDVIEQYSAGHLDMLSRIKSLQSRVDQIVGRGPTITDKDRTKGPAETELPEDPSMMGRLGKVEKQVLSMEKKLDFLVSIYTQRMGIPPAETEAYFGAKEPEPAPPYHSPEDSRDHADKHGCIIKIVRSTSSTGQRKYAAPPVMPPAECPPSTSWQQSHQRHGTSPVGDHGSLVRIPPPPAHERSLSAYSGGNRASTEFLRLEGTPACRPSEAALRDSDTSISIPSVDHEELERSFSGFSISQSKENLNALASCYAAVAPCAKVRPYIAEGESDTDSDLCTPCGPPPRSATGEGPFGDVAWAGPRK
# Active calls of the source: *; i = inactive.
# Each structure is followed by: Kir21 block | CHT inh | KCNQ2 inh
Cc1cc(C)c(S(=O)(=O)NCC2CCC(C(=O)NCCCN3CCC(C)CC3)CC2)c(C)c1 (configuration not stated)
→ -2.5 | i | i
CCC(c1nnnn1CCC(C)C)N1CCC(C(N)=O)CC1 (configuration not stated)
→ 0.33 | i | i
Cn1c(=O)c2c(nc(NC3CCCCC3)n2Cc2ccccc2)n(C)c1=O
→ -0.48 | i | i
Cc1ccc(S(=O)(=O)CCC(=O)Oc2ccc(-c3nnco3)cc2)cc1
→ 1.15 | i | i
CCOC(=O)c1c(S(=O)(=O)NCCCc2ccco2)c(C)n(C)c1C
→ -1.2 | i | i
CCOC(=O)COc1c(OC)cc(Cl)cc1C1NC(=O)NC(C)=C1C(C)=O (configuration not stated)
→ -0.02 | i | i
CC(/C=N/NC(=O)c1sc(N)nc1C)=C\c1ccccc1
→ 0.07 | i | i
O=C1CC(C2CCCO2)C(=O)N1Cc1ccccc1 (configuration not stated)
→ 0.16 | i | i
COc1ccc(OCC(=O)NCCNC(=O)c2cccnc2)cc1
→ -1.73 | i | i
CCOc1ccc2c(c1)OC(c1ccc(C)cc1)(C(F)(F)F)NC2=O (configuration not stated)
→ 0.77 | i | i
COc1cc2nc(CC(C)C)n(NC(=O)c3ccccc3)c(=O)c2cc1OC
→ 0.44 | i | i
Cc1ccc(NC(=O)CSc2ccccc2NC(=O)c2cccc(Cl)c2)cc1Cl
→ -1.81 | i | i
COc1ccc(CCNS(=O)(=O)c2cn(C)cn2)cc1OC
→ -3.52 | i | i
Cc1ccc(COC(=O)NCc2cccnc2)cc1
→ 0.14 | i | i
COc1ccc(C(=O)Nc2ccccc2NC(=O)c2ccco2)c(OC)c1
→ 0.84 | i | i
CC(OC(=O)c1ccc2ncsc2c1)C(=O)NCc1ccccc1 (configuration not stated)
→ 0.47 | i | i
COc1ccc(OCc2cc(C(=O)NCc3cccc(C)n3)no2)c(Cl)c1
→ 1.93 | i | i
CCCc1cc(NCCCCO)n2c(nc3ccccc32)c1C#N
→ -0.45 | i | i
O=C(O)CCCCN1C(=O)/C(=C\c2ccc(OCc3ccccc3)c(OCc3ccccc3)c2)SC1=S
→ 0.11 | i | i
Cc1cc(C)c(NC(=O)c2cnn(C)c2)c(C)c1
→ -0.01 | i | i

# Quoted from the listing:
# Under Kir21 block, O=C(O)CCCCN1C(=O)/C(=C\c2ccc(OCc3ccccc3)c(OCc3ccccc3)c2)SC1=S has the entry 0.11
# Under Kir21 block, COc1ccc(C(=O)Nc2ccccc2NC(=O)c2ccco2)c(OC)c1 has the entry 0.84
# Under Kir21 block, Cc1cc(C)c(NC(=O)c2cnn(C)c2)c(C)c1 has the entry -0.01
# Under Kir21 block, CCOC(=O)c1c(S(=O)(=O)NCCCc2ccco2)c(C)n(C)c1C has the entry -1.2

# Further records follow.
# Each structure is followed by: Kir21 block | CHT inh | KCNQ2 inh
CCOc1ccccc1N(C)S(=O)(=O)c1ccc2[nH]cc(C(=O)N(CCOC)CCOC)c(=O)c2c1
→ 0.11 | i | i
O=C(NC(Nc1nc2ccc([N+](=O)[O-])cc2s1)(C(F)(F)F)C(F)(F)F)c1ccccc1
→ -10.5* | i | i
Cc1ccc(CSc2nc3ccsc3c(=O)n2Cc2ccccn2)cc1
→ 0.39 | i | -6.21*
CC(=O)Nc1ccc(NC(=O)c2cc(=O)c3ccccc3o2)cc1
→ -0.32 | i | i
COc1cccc(CN2CC(C(=O)N(C)C3CCOCC3)CCC2=O)c1 (configuration not stated)
→ 0.63 | i | i
O=C(CCCN1CCC(C(=O)c2ccc(F)cc2)CC1)c1ccc(F)cc1
→ -0.31 | i | i
COc1ccccc1Nc1nc(-c2cccc(N3C(=O)c4ccccc4C3=O)c2)cs1
→ -0.02 | i | i
CC(C)c1ccccc1NC(=S)N(C)C
→ 1.09 | i | i
O=C(COC(=O)c1ccc([N+](=O)[O-])cc1Cl)NC(=O)c1ccccc1
→ -0.84 | i | i
CC12CCC(C(=O)N(NC(=O)c3cccnc3)C1=O)C2(C)C (configuration not stated)
→ 0.85 | i | i
Cn1c(=O)[nH]c(=O)c2c1nc(NCCCO)n2Cc1ccc(F)cc1
→ 0.05 | i | i
Cc1ccccc1CCN(C(=O)CN1C(=O)c2ccccc2S1(=O)=O)C(C(=O)NCC1CCCO1)c1ccncc1 (configuration not stated)
→ 1.51 | i | i
Cc1ccc(-c2nn(C)c(=O)c3ccccc23)cc1CO
→ 0.4 | i | i
CC[C@H]1OC(=O)[C@H](C)[C@@H](O[C@H]2C[C@@](C)(OC)[C@@H](O)[C@H](C)O2)[C@H](C)[C@@H](O[C@@H]2O[C@H](C)C[C@H](N(C)C)[C@H]2O)[C@](C)(O)C[C@@H](C)[C@@H]2N[C@@H](COCCOC)O[C@H]([C@H]2C)[C@]1(C)O
→ -0.54 | i | i
CCc1ccc(-c2cc(C)no2)cc1S(=O)(=O)NCc1ccco1
→ -3.98 | i | i
Cc1cccc(NC(=O)c2nc[nH]c2C(=O)N[C@@H](CCCCNC(=O)OC(C)(C)C)C(=O)OC(C)(C)C)c1
→ 0.82 | i | i
Cn1c(CCC(=O)OCC(=O)NCc2ccc3c(c2)OCO3)nc(=O)c2ccccc21
→ 0.3 | i | i
COC(=O)C1=C(C(=O)OC)[C@@H]2N(C)c3ccc(OC)cc3[C@@]23C[C@@H](C(=O)OC)N(C(=O)C2CCC2)C3=N1
→ -0.22 | i | i
COc1ccc(C(C(=O)NC(C)(C)C)N(C(=O)CNC(=O)c2cccs2)c2ccc(C)cc2)cc1OC (configuration not stated)
→ -0.22 | i | i
CCC1Sc2ccc(S(=O)(=O)Nc3ccc(OC)c(OC)c3)cc2NC1=O (configuration not stated)
→ -0.23 | i | i
CC(=O)Oc1ccc(N(C(C)=O)S(=O)(=O)c2cc([N+](=O)[O-])ccc2C)cc1
→ -0.36 | i | i
CCN(C(=O)COC(=O)CCC(=O)c1cccs1)c1c(N)n(Cc2ccccc2)c(=O)[nH]c1=O
→ 0.54 | i | i
CCOC(=O)Cc1csc(NC(=S)NC(=O)CC(C)C)n1
→ -0.81 | i | i
Cc1ccc2nnc(Cl)n2n1
→ 1.05 | i | i
O=C(Cn1cnc([N+](=O)[O-])n1)NC1CC1
→ -0.01 | i | i
Cc1ccc(/C(O)=C2\C(=O)C(=O)N(CCc3c[nH]c4ccccc34)C2c2cccnc2)cc1 (configuration not stated)
→ 1.91 | i | i
Cc1[nH]c2ccc(C(C)C)cc2c1CC(=O)O
→ -1.91 | i | i
O=C(Nc1nc2ccccc2s1)c1cc2c(s1)-c1ccccc1OC2
→ -0.2 | i | i
COc1ccc(NC(=O)/C(C#N)=C\c2cc(OC)c(OCc3ccc(C(=O)O)cc3)cc2Br)cc1
→ 0.59 | i | i
CN(C)C(=O)COC(=O)c1cccc(CN2C(=O)c3ccccc3C2=O)c1
→ -0.34 | i | i

# Carrying on:
SMILES	Kir21 block	CHT inh	KCNQ2 inh
O=C(COc1ccc(S(=O)(=O)N2CCCCC2)cc1)NCc1cccnc1	-0.65	i	i
CCC1CCCCN1C(=O)CSc1nc2c([nH]c3ccccc32)c(=O)n1C (configuration not stated)	-0.25	i	i
COc1ccc(COc2ccsc2C(=O)Nc2ccc(Cl)cc2)cc1	-0.28	i	i
O=C(Cn1cccc1C(=O)c1ccccc1)NCCN1CCOCC1	-0.46	i	i
COC(=O)C1=C(O)/C(=C\c2ccc(O)c(OC)c2)N=C1C	1.52	i	i
CC1Cc2cc(/C(O)=C3/C(=O)C(=O)N(CCCn4ccnc4)C3c3ccc(Br)cc3)ccc2O1 (configuration not stated)	0.12	i	i
CCOC(=O)c1ccc(NC(=O)COc2ccc(S(=O)(=O)NC(C)C)cc2)cc1	1.87	i	i
COc1cc(C(=O)N2CCN(S(=O)(=O)c3ccc(F)cc3)CC2)cc(OC)c1OC	-1.59	i	i
Cc1ccc(C(=O)NCCc2nnc3ccc(SCC(=O)Nc4cc(C)on4)nn23)cc1	0.56	i	i
O=C(CCNS(=O)(=O)c1ccccc1)N1CCN(c2ccccc2F)CC1	0.17	i	i
CSc1cccc(NS(=O)(=O)c2ccccc2)c1	-1.52	i	i
O=C(CCCN1C(=O)c2ccccc2C1=O)N1CCc2ccccc2C1	-2.22	i	i
COc1ccc(S(=O)(=O)Nc2ccccc2C)cc1C(=O)N1CCOCC1	0.86	i	i
COc1cccc(C(C(=O)NC2CCCC2)N(C(=O)c2ccco2)c2ccc(NC(C)=O)cc2)c1OC (configuration not stated)	0	i	i
O=C(COc1ncnc2ccccc12)Nc1ccccc1[N+](=O)[O-]	-0.18	i	i
CNS(=O)(=O)c1ccc(N=Cc2c(C)[nH]n(-c3ccc(C)cc3C)c2=O)cc1	2.24	i	i
N#CC1C(C#N)N2CCCN2C1c1ccc(Cl)cc1 (configuration not stated)	1.53	i	i
CCCn1c(SCc2cc(=O)oc3ccc4ccccc4c23)n[nH]c1=O	-2.29	-5.38*	i
O=C(CCc1nc(-c2ccccc2F)no1)NC1CCCCCC1	0.42	i	i
COc1ccc(NC(=S)NCc2ccco2)c(OC)c1	0.98	i	i
CCCCN1C(=O)c2ccc(C(=O)Nc3c(N)n(CCCC)c(=O)n(C)c3=O)cc2C1=O	0.43	i	i
CC(C)Cn1c(SCC(=O)Nc2ncccn2)nc2ccccc21	-1.07	i	i
CCOc1ccc(OCCOC(=O)CNC(=O)c2ccc(Cl)cc2Cl)cc1	-0.13	i	i
Cc1ccccc1Oc1ncccc1C(=O)/C(C#N)=C/N(C)C	-0.06	i	i
C/C(=N\NC(=S)NC1CCCCC1)c1c(F)cccc1F	-0.41	i	i
O=C(NCCn1ccc2ccccc21)c1ccc2c(c1)OCO2	0.86	i	i
COc1ccccc1C(=O)COC(=O)COc1cccc2c1OC(C)(C)C2	-0.08	i	i
COc1ccc(C(=O)NCCCCc2ccccc2)cc1	0.73	i	i
CN=C(Nc1ccccc1)SC1CC(=O)N(c2cccc(OC)c2)C1=O (configuration not stated)	0.8	i	i
COc1ccc(C(=O)C2CCCN(C(=O)c3cc4nc(C)cc(C)n4n3)C2)cc1F (configuration not stated)	-1.12	i	i
CCOC(=O)C1=C(C)NC(C)=C(C(=O)OCC)C1C(=O)OCC(=O)c1ccc2c(c1)OCCO2	0.02	i	i
Cn1c(=O)cc(OCC(=O)N2CCN(c3cccc(C(F)(F)F)c3)CC2)c2ccccc21	0.74	i	i
Cn1c(-c2ccc(F)cc2)cnc1NCc1cccc([N+](=O)[O-])c1	-0.89	i	i
Cc1nn(-c2ccccc2)c(N)c1C1(O)C(=O)N(C)c2ccccc21 (configuration not stated)	0.05	i	i
Cc1nc2c(S(=O)(=O)c3ccccc3)cnn2c(C)c1C	-0.25	i	i
O=c1[nH]c(N/N=C\c2ccc(F)cc2)nc2ccccc12	-1.41	i	i
CC(C)(C)c1ccc(C(=O)NCCc2ccccc2)cc1	0.01	i	i
Cc1ccc2cc(CCNC(=O)c3c(-c4ccccc4Cl)noc3C)c(=O)[nH]c2c1	-0.59	i	i
O=C(CCCn1c(SCC(=O)c2ccc(O)c(O)c2)nc2ccccc2c1=O)NCC1CCCO1 (configuration not stated)	-0.28	i	i
CNC(=O)c1ccccc1S(=O)c1ccccc1COC(C)=O (configuration not stated)	0.39	i	i
Cc1ccc(C(=O)CN(C(=O)c2ccc(Cl)cc2)N2C(=O)c3ccccc3C2=O)cc1	-0.38	i	i
CC(=O)c1ccc(-n2nncc2C)cc1	-0.74	i	i
c1ccc(-c2cnc(-c3ccccn3)nn2)cc1	-0.95	i	i
CCc1ccccc1NC(=O)C1CCCN1S(=O)(=O)c1ccc2c(c1)n(C)c(=O)c(=O)n2C (configuration not stated)	-1.67	i	i
COc1ccc2c(c1)c1ncn(CCCN3CCOCC3)c(=O)c1n2C	0.15	i	i
CS(=O)(=O)c1ccccc1C(=O)N1CCN(Cc2ccccc2)CC1	0.25	i	i
CNS(=O)(=O)c1cccc(C(=O)NC2CCCc3ccccc32)c1 (configuration not stated)	-1.81	i	i
O=CN1CCC(=O)N(Cc2ccccc2)c2ccccc21	-0.87	i	i
CC(C)c1ccc(NC(=O)COc2nnc(-c3cccs3)c(-c3cccs3)n2)cc1	1.21	i	i
CCCNC(=O)N1CCC(c2nc3ccccc3s2)CC1	-0.91	i	i

# Reprinted at random: 2 compounds from above.
SMILES	Kir21 block	CHT inh	KCNQ2 inh
CC(=O)c1ccc(-n2nncc2C)cc1	-0.74	i	i
CNS(=O)(=O)c1cccc(C(=O)NC2CCCc3ccccc32)c1 (configuration not stated)	-1.81	i	i

# Continued:
SMILES	Kir21 block	CHT inh	KCNQ2 inh
CCN(CC)S(=O)(=O)c1ccc(OC)c(NC(=S)Nc2cccc(C)c2C)c1	-1.03	i	i
CCOc1ccccc1NC(=O)CCC(=O)Nc1ccccc1OCC	0.11	i	i
COC(=O)C1=C(C)n2cnnc2NC1c1ccc(Cl)cc1 (configuration not stated)	-2.79	i	i
O=C(O)C(NS(=O)(=O)c1ccccc1)C(O)c1ccccc1 (configuration not stated)	-0.94	i	i
O=C(NC(=S)Nc1ccc(Cc2ccncc2)cc1)c1ccccc1	-0.05	i	i
CC(C)OC(=O)c1cc(NC(=S)Nc2ccc([N+](=O)[O-])cc2)cc(C(=O)OC(C)C)c1	2.06	i	i
Cc1cccc(N(Cc2cc3ccccc3[nH]c2=O)C(=O)c2cccs2)c1	0.66	i	i
CCCC(C)(C)NC(=O)CCCCC(=O)NC(C)(C)CCC	-0.09	i	i
Cc1ccc(NC(=S)N2CCN(c3ccccc3F)CC2)c(C)c1	0.02	i	i
CCc1nc2c(C#N)c(-c3ccc(Cl)cc3)ccn2n1	-0.16	i	i

# Compound activity: PubChem, Johns Hopkins Ion Channel Center
